# High-throughput results (PubChem)
# Arr AP2 block: blocks beta-arrestin peptide binding to AP2 adaptin | inhibition, % at 10 µM | AID 504490 | FITC-arrestin peptide / GST-AP2 beads, flow cytometry; AP2 beta2 appendage carries R879A mutation | actives 0.31% (n = 340,000);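 active = inhibition above a set limit, near 3 SD of compounds lacking own fluorescence, cut at about 54% in these data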;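 also: plate controls were DMSO wells for no effect and 5 µM unlabelled arrestin peptide for full effect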
#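 Material – AP2 appendage R879A on GSH beads · Buffer or medium – PBS with 0.05% Tween 20 and 0.1% BSA · Probe or stimulus – fluorescein-tagged arrestin peptide at 50 nM final · Incubation – compound with beads 12 min RT, then probe 1 h RT · Detection – high-throughput flow cytometry of beads, ex 488, em 535 nm · Evaluation – percent response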
# DSG3 Ab inh: human desmoglein-3 autoantibody binding inhibition. P32926. DSG3-coupled beads, scFv-anti-DSG3-GFP binding, flow cytometry; stronger effect = lower value. binding (percent of control), % at 10 µM. actives 0.48% (n = 310,000);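 active = binding more than 3 SD below its plate's average and above zero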;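 also: hits lower antibody fragment binding to DSG3; some compounds called inactive have numbers as strong as hits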
# Cardiac RTF inh: cardiac RTF calcium desensitization; IANBD-labeled cardiac RTF, Ca2+ fluorescence; P19429+P45379; inhibition, % at 7.15 µM; AID 493244; actives 0.12% (n = 340,000);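 active = inhibition above the mean inhibition of all tested compounds plus 3 SD, cut at about 17% in these data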;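 also: assay run at fixed EC70 calcium of 1.6 mM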
# DAGLB inhibitor: blocks human DAGLB lipase activity | AID 504411 | HEK293T DAGLB membrane lysate, EnzChek fluorogenic substrate | inhibition, % at 5.17 µM | Q8NCG7 | actives 0.059% (n = 340,000); in the data active = inhibition above about 34%;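 also: 0% = enzyme with vehicle and 100% = wells lacking enzyme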
# CAL PDZ FP-1: inhibitors of human CAL PDZ peptide binding; AID 504414; actives 0.02% (n = 330,000); purified CAL PDZ, TMR-peptide fluorescence polarization, 1 h; inhibition, % at 20 µM; Q9HD26;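 active = highest replicate inhibition of at least 40%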;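 also: plate controls were DMSO neutral control wells for no effect and unlabeled competitor peptide control wells for full effect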
#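 Material: tagged CAL PDZ domain; buffer or medium: 25 mM sodium phosphate pH 7.4, 150 mM NaCl, TCEP, IgG, Thesit; compound dosing: single point, 20 µM; schedule: 1 h incubation at room temperature before polarization reading; measured by: FP readout, S and P plane fluorescence; read-out basis: percent inhibition from loss of millipolarization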
# NSD2 HMT inh: blocks human histone methyltransferase NSD2 | O96028 | NSD2 peptide methylation, AlphaScreen, 120 min | inhibition, % at 12.5 µM | actives 0.54% (n = 310,000) | AID 743445; in the data active = inhibition above about 50%
# V-ATPase pH: yeast V-ATPase proton transport regulation by pHLuorin; S. cerevisiae, pHLuorin cytosolic pH fluorescence; response, % at 10 µM; actives 0.37% (n = 350,000); in the data active = response mostly above about 7.3%, no sharp cut-off; inactive = mostly below about 5.4%; also: actives read high; inactives centre near 0; some compounds called inactive have numbers as strong as hits; reference of the scale not given here
# CAL PDZ FP-2: inhibitors of human CAL PDZ peptide binding. actives 0.92% (n = 300,000). inhibition, % at 24.9 µM. purified CAL PDZ, TMR-peptide fluorescence polarization, 1 h. AID 602252. Q9HD26;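 active = mean inhibition of at least 30% with at least half of replicates also reaching 30%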;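 also: 0% = DMSO neutral control and 100% = excess unlabeled competitor peptide PRC23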
# Keap1-Nrf2 PPI: Keap1-Nrf2 (human) interaction inhibition. Q14145. inhibition, % at 9.4 µM. Keap1 Kelch-Nrf2 peptide fluorescence polarization, 1536-well. actives 0.15% (n = 340,000). AID 504523; in the data active = inhibition above about 12%;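 also: human Keap1 Kelch domain with fluorescein labeled Nrf2 9mer peptide probe; 0% = neutral control wells and 100% = peptide positive control; higher means more block of Keap1 binding to Nrf2 peptide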
# LANA DNA inh: KSHV C-LANA DNA binding inhibition | inhibition, % at 9 µM | AID 504423 | actives 0.078% (n = 340,000) | MBP-C-LANA/FAM-LBS DNA binding, fluorescence polarization;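 active = highest replicate inhibition at or above 60% at 9 µM, even if other replicates fall short; inactive = all replicates below 60% inhibition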;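 also: 0% = neutral control wells and 100% = 4 µM acridine orange control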
# An asterisk follows results filed as active; / = not tested or not shown. Not all compounds are listed; rates above refer to the full screens.
molecule,Arr AP2 block,DSG3 Ab inh,Cardiac RTF inh,DAGLB inhibitor,CAL PDZ FP-1,NSD2 HMT inh,V-ATPase pH,CAL PDZ FP-2,Keap1-Nrf2 PPI,LANA DNA inh
CN1C(=O)C(Cc2cccc3ccccc23)C(=O)N(C)C1=O,5,97,-1,2,-2.1,/,1,4,1,0.1
CCCCN1C(=O)NC(=O)C2(Cc3ccccc3N3CCOCC32)C1=O (stereo not drawn),28,103,-8,5,-0.8,-7,/,0,-1,0.5
O=S(=O)(c1ccc(F)cc1)N1CCCCC1c1cccnc1 (stereo not drawn),-9,104,1,0,14,-3,-1,-3,-4,-0.3
Nc1ncnc2c1ccn2[C@@H]1O[C@H](CO)[C@@H](O)[C@H]1O,23,79,-3,-5,0.8,/,0,0,-4,1.4
c1ccc(CNC2=NCCS2)cc1,-1,/,3,-1,0.9,1,0,-1,2,-2.2
N#Cc1c(/N=C/C2C(=O)NC(=S)NC2=O)sc2c1CCCC2,7,103,-5,1,-0.2,12,-1,1,-5,9.6
CC(=O)O[C@@]12CO[C@@H]1C[C@H](OC1OCC(O)C(O)C1O)[C@@]1(C)C(=O)[C@H](O)C3=C(C)[C@@H](OC(=O)[C@H](O)[C@@H](NC(=O)c4ccccc4)c4ccccc4)C[C@@](O)([C@@H](OC(=O)c4ccccc4)C12)C3(C)C (stereo partly drawn),3,101,2,0,0.3,/,2,0,2,-0.5
OCC[N+]12CCC(CC1)C(C(O)(c1ccccc1)c1ccccc1)C2 (stereo not drawn),2,102,-6,0,0.0,-2,-1,17,-4,0.1
CC1(C)CC(n2[nH]c(=O)c3c2NC(=O)CSC3c2ccccc2)CCO1 (stereo not drawn),-3,102,-4,1,0.1,-2,0,-3,4,2.1
COc1ccc(CN2CCN(C(=O)Cc3ccccc3)CC2)c(OC)c1,5,/,-24,-1,0.9,-2,-3,-1,4,-0.7
Brc1ccc(-[n+]2c(-c3ccccc3)cc(-c3ccccc3)cc2-c2ccccc2)cc1,2,104,4,3,-0.4,/,1,1,-5,-0.3
COC(=O)C1=C(c2ccc(OC)c(OC)c2)C[C@@H]2CC[C@H]1N2C(=O)NCc1cc(C)oc1C(F)(F)F,2,102,-3,0,-0.3,/,6,-3,-1,0.0

# Single records, as listed above. Order of values: Arr AP2 block	DSG3 Ab inh	Cardiac RTF inh	DAGLB inhibitor	CAL PDZ FP-1	NSD2 HMT inh	V-ATPase pH	CAL PDZ FP-2	Keap1-Nrf2 PPI	LANA DNA inh
# CN1C(=O)C(Cc2cccc3ccccc23)C(=O)N(C)C1=O as listed: 5	97	-1	2	-2.1	/	1	4	1	0.1
# O=S(=O)(c1ccc(F)cc1)N1CCCCC1c1cccnc1 (stereo not drawn) as listed: -9	104	1	0	14	-3	-1	-3	-4	-0.3

# Two compounds from above, limited to DAGLB inhibitor, CAL PDZ FP-2 and Arr AP2 block.
Molecule	DAGLB inhibitor	CAL PDZ FP-2	Arr AP2 block
Nc1ncnc2c1ccn2[C@@H]1O[C@H](CO)[C@@H](O)[C@H]1O	-5	0	23
c1ccc(CNC2=NCCS2)cc1	-1	-1	-1

# (list continues)
molecule,Arr AP2 block,DSG3 Ab inh,Cardiac RTF inh,DAGLB inhibitor,CAL PDZ FP-1,NSD2 HMT inh,V-ATPase pH,CAL PDZ FP-2,Keap1-Nrf2 PPI,LANA DNA inh
O=C1NC(=S)N(c2ccccc2)C(=O)C1C(c1ccncc1)C1C(=O)NC(=S)N(c2ccccc2)C1=O (stereo not drawn),35,90,6,-2,0.1,19,0,-3,1,-0.4
C/C(=N\N(C)c1ccccc1)c1c(O)[nH]c(=O)[nH]c1=O,1,/,-1,-1,-0.5,3,-8,-1,-1,2.9
CCN(CC)c1ccc(C=C2C(=O)N(C)C(=S)N(C)C2=O)o1,23,175,-23,2,-0.4,5,3,-5,-6,-1.7
CSc1ccc(CNC2CN3CCC2CC3)cc1 (stereo not drawn),-9,96,-3,-3,-1.7,0,0,2,-3,-0.3
CCCCn1c(O)c(C(CC)=Nc2ccc(C(=O)O)cc2)c(=O)[nH]c1=O,2,109,-6,3,-1.7,0,-3,-2,-3,-0.1
CC12CCC3C(CCC4CC(=O)C(C(O)C(F)(F)F)CC43C)C1CCC2O (stereo not drawn),31,114,-5,-18,-0.7,2,0,-1,0,-0.5
COc1ccc(-n2c(-c3ccccc3Br)nc3ccccc3c2=O)cc1,-3,97,-2,-4,-1.7,-1,0,3,-2,0.2
COc1ccc(O)c(CN2CCCC(C(=O)c3sccc3C)C2)c1 (stereo not drawn),19,103,-2,-1,-0.1,5,0,/,0,-1.5
Cc1ccc2c(c1)N(N=O)CCC2,36,/,-1,-3,-0.2,5,6,-4,-1,2.2
CCN(CC)C(=O)c1ccc(NC(=O)Cn2nc(C)c3ccccc3c2=O)cc1,-5,98,-6,3,0.0,6,-2,-7,2,0.3
CC(C)=CCOc1c2occc2cc2ccc(=O)oc12,2,103,-6,0,0.1,/,2,-4,3,2.1
C(=NC12CN3CN(CN(C3)C1)C2)c1cccs1,-1,93,-11,-2,-0.5,-2,0,-3,-7,0.2

# In the list so far, three contain a furan ring, fused or not:
molecule,Arr AP2 block,DSG3 Ab inh,Cardiac RTF inh,DAGLB inhibitor,CAL PDZ FP-1,NSD2 HMT inh,V-ATPase pH,CAL PDZ FP-2,Keap1-Nrf2 PPI,LANA DNA inh
COC(=O)C1=C(c2ccc(OC)c(OC)c2)C[C@@H]2CC[C@H]1N2C(=O)NCc1cc(C)oc1C(F)(F)F,2,102,-3,0,-0.3,/,6,-3,-1,0.0
CCN(CC)c1ccc(C=C2C(=O)N(C)C(=S)N(C)C2=O)o1,23,175,-23,2,-0.4,5,3,-5,-6,-1.7
CC(C)=CCOc1c2occc2cc2ccc(=O)oc12,2,103,-6,0,0.1,/,2,-4,3,2.1

# The listing continues.
# Fields – Arr AP2 block, DSG3 Ab inh, Cardiac RTF inh, DAGLB inhibitor, CAL PDZ FP-1, NSD2 HMT inh, V-ATPase pH, CAL PDZ FP-2, Keap1-Nrf2 PPI, LANA DNA inh
CCOc1cc2c(cc1OCC)-n1cccc1C(c1cccc([N+](=O)[O-])c1)NC2 (stereo not drawn)
→ 19, 100, -17, -5, -8.7, 3, 1, -9, -2, -6.6
CC(CO)(CO)N=Cc1c(O)n(-c2cccc3ccccc23)c(=O)[nH]c1=O
→ 7, 90, -2, 0, 0.6, -1, 1, /, -5, -0.6
NC(=O)c1cc(N2CC2)c([N+](=O)[O-])cc1[N+](=O)[O-]
→ 30, 87, -15, 2, -0.1, /, 3, 3, -4, 0.8
CNCC1(c2ccccc2)CCCC1
→ -2, /, -1, 2, -1.6, 0, -4, -5, -2, -0.7
CCCCc1ccc(NC2=NCCCS2)cc1
→ 9, 111, -14, 0, -2.4, 5, 4, -3, -3, 0.3
Nc1cc(Cl)cc(Cl)c1
→ -13, 99, -6, -3, -0.7, /, -3, -3, -3, -0.4
CN1CCN(c2nc3ccccc3o2)CC1
→ -24, 91, -5, 2, 11, -8, 3, 0, -4, -0.9
N=C1c2ccccc2CN1c1cccc([N+](=O)[O-])c1
→ 0, 99, -11, 2, -3.0, 0, -1, 0, 4, -1.3
C[N+](C)(N)CCOC(=O)C(O)(c1ccccc1)C1CCCCC1 (stereo not drawn)
→ 28, 104, -1, -3, 0.8, -3, 1, /, -4, -1.9
CCCCCCCSc1cc(OC)c(CCNC)cc1OC
→ 6, 113, -6, 4, -0.3, 69*, 3, 0, -4, -1.1
CCCCC(=O)N/N=C/c1c(O)n(CCC2=CCCCC2)c(=O)[nH]c1=O
→ 42, 104, /, /, /, -2, 1, /, /, /
CCOC(=O)CNC(=S)N1CC2C[C@@H](C1)Cn1c2cccc1=O
→ -1, 88, -5, 0, -0.6, -3, 0, -5, -2, -0.3
COc1ccccc1N1CCN(Cc2ccccc2Cl)CC1
→ 1, 93, -3, -3, 0.5, 2, 1, 1, 7, 0.6
COC(=O)C(c1ccccc1)N1CCCCCC1 (stereo not drawn)
→ 16, 98, -6, -1, -0.4, 1, 3, 1, 2, 3.3
CCc1nn(CC(=O)N2CCC3(CC2)OCCO3)c(=O)c2cccn12
→ 43, /, -7, 0, -2.7, -8, -3, -1, 3, 1.0
Fc1ccc2c(c1)nnn2C1CCN(Cc2nnnn2C2CCCCC2)CC1
→ 6, /, -13, 1, -1.5, /, -1, -2, 1, 0.3
NC(=O)c1c(Br)n(C2OC(CO)C(O)C2O)c2ncnc(N)c12 (stereo not drawn)
→ -1, 88, -4, -1, 0.5, -1, -3, 0, 3, -1.0
N#CC1(c2ccccc2)CCN(C2CC(=O)N(c3ccc4c(c3)OCO4)C2=O)CC1 (stereo not drawn)
→ -3, 104, -14, 3, -0.8, -5, 0, 1, 2, 0.0
CCOc1cc(CNCCc2ccccc2F)ccc1OC
→ -10, 100, -3, 2, 0.1, 1, 3, 2, -3, 2.3
CN1CCc2nc(SCc3cccc(Br)c3)c(C#N)cc2C1
→ -11, 116, -3, 1, -1.4, 2, 0, -6, 2, 0.3
CC(=O)C1CCC2C3CCC4CC(O)CCC4(C)C3C(=O)CC12C (stereo not drawn)
→ -13, 96, 1, -1, 0.0, 0, 0, /, 3, 0.7
COc1cc2c3cc1Oc1c(OC)c(OC)cc4c1[C@H](Cc1ccc(cc1)Oc1cc(ccc1O)C[C@H]3N(C)CC2)N(C)CC4
→ -8, 94, 0, 2, -2.1, /, -3, -3, -2, -1.0
Cc1cccc(N2C(=O)CC(=O)NC2=O)c1
→ 2, 103, -4, -2, /, -3, 4, -4, -9, 0.7
OC(CNCc1ccccc1)c1ccc(Cl)cc1 (stereo not drawn)
→ -2, /, -5, -4, 0.4, 2, 2, -4, -6, 1.2
CC12CC1(C)C(=O)N(c1cc(Cl)cc(Cl)c1)C2=O (stereo not drawn)
→ 0, /, 4, -3, -0.8, -3, -1, -2, -4, -1.1
CN(C)CCSC1c2ccccc2CSc2ccccc21 (stereo not drawn)
→ 43, 106, /, /, /, 7, -2, /, /, /
O=c1[nH]c(=S)n(C2CC2)c(O)c1C=Nc1cccc(C(F)(F)F)c1
→ -6, 116, -21, -1, -2.2, -1, 4, -4, -1, 0.8
O=C(Nc1ccccc1)c1c(O)c2c(n(Cc3ccco3)c1=O)CCCC2
→ -2, 110, 0, -1, -0.6, 0, 2, /, -3, -0.8
